# Screening results: PubChem BioAssay, National Center for Advancing Translational Sciences (NCATS)
# Shiga toxin inh – Shiga toxin inhibition | AID 2315 | Vero cells, Shiga toxin protein synthesis inhibition reporter | inhibition, % at 38.7 µM | hit rate 9.2% among 290,000; in the data active = inhibition mostly above about 28%, no sharp cut-off; inactive = mostly below about 43%; also: 0% is about no effect
# Cycloheximide cs – counter-screen for Shiga toxin inhibitors: cycloheximide protein synthesis inhibition; cell reporter, cycloheximide protein synthesis inhibition counterscreen; max response, %; hit rate 12% among 300,000; in the data active = max response mostly above about 13%, no sharp cut-off; inactive = mostly below about 14%; also: read at 38.3 µM for the half of the compounds with a filed dose; 0% is about no effect
# FBPA Giardia inh – blocks Giardia fructose-bisphosphate aldolase activity; A8B2U2; purified Giardia FBPA; Potency, µM (series often up to 59.6 µM), for the others: at the top dose activity, negative = inhibition, most hits filed as inhibitors; hit rate 0.71% among 290,000; also: potency is read from the fitted curve at half-maximal effect; % is scaled to controls: 0 for no effect and ±100 for the full control effect; nearly all actives have a fitted effect of over 55% in size
# Target sequence (A8B2U2 whole entry, looked up): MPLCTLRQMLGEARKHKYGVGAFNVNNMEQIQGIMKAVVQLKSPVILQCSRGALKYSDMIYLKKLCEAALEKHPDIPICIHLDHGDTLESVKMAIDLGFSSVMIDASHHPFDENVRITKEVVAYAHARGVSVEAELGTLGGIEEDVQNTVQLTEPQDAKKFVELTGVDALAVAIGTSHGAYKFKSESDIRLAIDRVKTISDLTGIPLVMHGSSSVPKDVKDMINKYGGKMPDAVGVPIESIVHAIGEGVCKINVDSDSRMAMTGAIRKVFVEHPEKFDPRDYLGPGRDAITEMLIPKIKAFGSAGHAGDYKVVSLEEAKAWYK
#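 Giardia FBPA (40 nM reagent) was preincubated 10 min at RT with compound (up to 57.5 uM final), then substrate plus GAPDH/TPI/NAD/arsenate coupling system with diaphorase/resazurin was added; resorufin fluorescence (525/598 nm) was read after 20 min.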
# Pf growth 48h – P. falciparum growth inhibition at 48 hours (one generation). P. falciparum luciferase growth in erythrocytes, 48 h. Potency, µM (top dose mostly 28.7 µM), inactives show at the highest dose activity change, negative = inhibition, usual class: inhibitors. hit rate 5.9% among 310,000; also: potency is read from the fitted curve at half-maximal effect; % is scaled to controls: 0 for no effect and ±100 for the full control effect
#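 Read-out is firefly luciferase luminescence from an integrated reporter in P. falciparum, so falling signal marks reduced parasite growth. Infected erythrocytes were at 2% hematocrit and 0.1% parasitemia (final) in Albumax-supplemented RPMI 1640.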
# Sm TGR inh – blocks Schistosoma mansoni thioredoxin glutathione reductase. Q962Y6. purified TGR, DTNB reduction, TNB absorbance 405 nm. Potency, µM (titrated, usually from 114 µM), inactives show at the top dose activity change, negative = inhibition, usual class: inhibitors. hit rate 3% among 360,000; also: potency is read from the fitted curve at half-maximal effect; % is scaled to controls: 0 for no effect and ±100 for the full control effect; nearly all actives have a fitted effect of over 60% in size
#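 Kinetic colorimetric format: TGR-catalysed, NADPH-driven DTNB reduction monitored via TNB absorbance. Enzyme dispensed at 20 nM; compound exposure 15 min at room temperature before reaction start.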
# Pf growth 96h – P. falciparum growth inhibition at 96 hour, primary screen for plastid delayed-death inhibitors; P. falciparum luciferase reporter growth, 96 h; Potency, µM (top dose mostly 28.7 µM), inactives show top-dose activity change, negative = inhibition, usual class: inhibitors; hit rate 6.9% among 320,000; also: potency is read from the fitted curve at half-maximal effect; % is scaled to controls: 0 for no effect and ±100 for the full control effect
#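 Compounds incubated with erythrocytes infected by luciferase-expressing P. falciparum (2% hematocrit, 0.05% parasitemia final) for 96 hours, 37 C in 5% CO2. Growth inhibition scored as decreased luciferase luminescence.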
# An asterisk follows results filed as active; ? = inconclusive; . = not tested or not shown; [ ] = another dose, or the depositor's remark. Unless noted, calls follow the shape of the dose curve; as a rule, active = well fitted curve in the direction sought with a large enough effect; inconclusive = small, poorly fitted or top-dose-only effect, or another doubt; inactive = no such curve, though single readings can be large; an effect the other way counts as inactive or inconclusive. An unsorted share of the library; about 24% have a hit in one of these screens.
SMILES,Shiga toxin inh,Cycloheximide cs,FBPA Giardia inh,Pf growth 48h,Sm TGR inh,Pf growth 96h
CCOC(=O)c1cnc(SC)nc1Oc1cccc(NC(=O)c2ccc(C)cc2)c1,12.0,2.5,-16.3%,-14.8%,-4.2%,-7.0%
CCCCCn1nc(-c2ccccc2)c2nc3ccccc3nc21,-22.0,2.3,0.1%,-20.8%,-14.8%,82.3%[activator]
O=C(c1ccc(N2CCCC2)c([N+](=O)[O-])c1)N1CCc2ccccc2C1,.,.,.,?,2.0%,-9.1%
O=C1NC(=S)NC(=O)C1=Cc1cccn1-c1ccc(O)cc1,30.8,-3.5,-12.8%,0.0%,?,13.7%
Cc1cc(NC(=O)C2CC(=O)N(c3ccccc3Cl)C2)no1 (configuration not stated),11.1,-1.7,8.1%,7.7%,6.4%,?
O=C1CSC(c2ccccn2)N1Cc1cn2ccccc2n1 (configuration not stated),-10.7,-8.4,-2.9%,9.0%,0.1%,.
COc1ccccc1NC(=O)c1csc(-n2nc(C)cc2C(F)(F)F)n1,-10.2,0.5,-1.9%,2.0%,0.0%,32.6%[activator]
CC(=O)Nc1nnc(SCC(=O)N2CCc3ccccc32)s1,2.0,-3.0,4.4%,0.8%,4.3%,-4.0%
O=C(CCc1ccccc1)N=C1SC2CS(=O)(=O)CC2N1c1cccc(F)c1 (configuration not stated),-4.0,6.1,2.7%,15.0%,3.6%,5.9%
O=C(NCc1nnc2c(C(F)(F)F)cc(Cl)cn12)c1cccs1,-1.4,-5.7,10.1%,14.0%,-7.2%,4.9%
COc1ccccc1NC(=O)CNC(=O)c1ccc(Br)o1,-5.6,-0.7,-2.4%,24.8%,8.5%,0.0294µM*
Cc1ccc(C(=O)NC2CCS(=O)(=O)C2)cc1S(=O)(=O)N1CCCCCC1 (configuration not stated),-1.2,-5.1,-1.7%,?,2.8%,-6.9%
CCOC(CNC(=O)c1nnc(Cc2cc(OC)c(OC)c(OC)c2)o1)OCC,-4.1,1.7,1.6%,24.6%,0.6%,19.0%
CS(=O)(=O)N(CCC(=O)O)Cc1ccccc1,-8.3,-2.2,5.4%,16.0%,-3.6%,-6.2%
CON(c1nc(Cl)nc(N(C)C)n1)S(=O)(=O)c1ccc(C)cc1,4.5,5.4,-12.1%,0.0%,10.3%,-15.2%
C=CCSc1nccc(-c2nn(-c3ccc(C)cc3)ccc2=O)n1,-9.0,-2.6,3.6%,14.9%,0.0%,?
Cc1ccc(NC(=O)CSc2nc3ccccc3c(=O)n2Cc2cccs2)cc1,2.0,8.5,0.6%,0.9%,15.7%,?
COCCn1c(SCC(=O)Nc2cc(C)on2)nnc1-c1ccccc1,-8.4,-4.2,-5.8%,26.4%,-16.3%,?
O=C(CSc1nc2ccsc2c(=O)n1NC(=O)c1ccccc1)Nc1nccs1,35.5*,41.0*,21.3%,227.4%[activator],-2.0%,-18.0%
CC1=C(C(=O)OCC2CCCO2)C(c2ccsc2)C2=C(CCCC2=O)N1 (configuration not stated),30.5,-3.9,2.6%,-11.9%,-0.1%,?
CSc1nc(N)nc(SCC(=O)c2ccccc2)c1C#N,58.1,19.1*,11.1%,34.0%[activator],?,107.5%[activator]
CSCCC(NS(=O)(=O)c1ccc(Cl)cc1)C(=O)OCC(=O)NC12CC3CC(CC(C3)C1)C2 (configuration not stated),41.8,-2.5,-0.3%,5.5%,-0.2%,.
O=C(O)/C=C/c1cn(Cc2ccccc2)nc1-c1ccccc1,-35.6,-3.2,8.1%,7.4%,8.9%,-1.2%
O=C1C2C3C=CC(CC3)C2C(=O)N1c1ccc(Br)cc1[N+](=O)[O-] (configuration not stated),-6.5,-2.4,-7.3%,-2.5%,-10.9%,151.9%[activator]
CCC1CCCCN1C(=O)COC(=O)CSc1ccc(C(N)=O)cc1[N+](=O)[O-] (configuration not stated),.,.,.,?,0.8%,15.7%
CCOC(=O)N1CCC(N2Cc3cccc(C(=O)O)c3C2=O)CC1,-6.5,-5.6,2.9%,-0.8%,2.7%,11.5%
CCc1ccc(NC(=O)CC2C(=O)N(c3cccc(OC)c3)C(=O)N2CCOC)cc1 (configuration not stated),-2.0,-2.8,4.6%,-1.3%,-33.1%,-5.0%
CC1=CCC(C(=O)O)C(C(=O)Nc2nc3ccc(S(C)(=O)=O)cc3s2)C1 (configuration not stated),-4.6,-1.0,9.2%,-8.0%,-3.6%,7.5%
CCOc1ccc(NC(=S)N(Cc2ccc(Cl)cc2)Cc2ccco2)cc1,42.6,4.8,.,?,-21.4%,?
Cc1ccc(N(C)C(=O)n2cnc3ccccc32)cc1,2.5,15.3,-1.5%,3.7µM*,-1.3%,9.28µM*

# Another view of 3 compounds above.
> CSc1nc(N)nc(SCC(=O)c2ccccc2)c1C#N
  Shiga toxin inh = 58.1
  Cycloheximide cs = 19.1*
  FBPA Giardia inh = 11.1%
  Pf growth 48h = 34.0%[activator]
  Sm TGR inh = ?
  Pf growth 96h = 107.5%[activator]
> CSCCC(NS(=O)(=O)c1ccc(Cl)cc1)C(=O)OCC(=O)NC12CC3CC(CC(C3)C1)C2 (configuration not stated)
  Shiga toxin inh = 41.8
  Cycloheximide cs = -2.5
  FBPA Giardia inh = -0.3%
  Pf growth 48h = 5.5%
  Sm TGR inh = -0.2%
  Pf growth 96h = .
> O=C(O)/C=C/c1cn(Cc2ccccc2)nc1-c1ccccc1
  Shiga toxin inh = -35.6
  Cycloheximide cs = -3.2
  FBPA Giardia inh = 8.1%
  Pf growth 48h = 7.4%
  Sm TGR inh = 8.9%
  Pf growth 96h = -1.2%

# Other records follow:
SMILES,Shiga toxin inh,Cycloheximide cs,FBPA Giardia inh,Pf growth 48h,Sm TGR inh,Pf growth 96h
O=C(CSc1nnc(-c2cccnc2)o1)Oc1ccccc1,-1.4,-3.2,5.7%,5.3%,-18.2%,4.4%
COc1cc(N)c(Cl)cc1C(=O)OCC(=O)c1cccs1,54.0*,19.4,6.8%,14.3%,-29.5%,-4.5%
CCC(C)NC(=O)CSc1c2c(nc3ccccc13)CCCC2 (configuration not stated),-10.2,-2.8,0.2%,-8.7%,-10.1%,?
Cc1ccc(S(=O)(=O)Cn2nnnc2C(c2ccccc2)N2CCN(c3ccccc3)CC2)cc1 (configuration not stated),-2.7,-3.5,-1.5%,13.1µM*,-34.8%,?
CCc1nnc(NC(=O)CCC(=O)NC2CCCC2)s1,8.8,3.6,.,-9.0%,4.1%,?
CCN(Cc1nc2cc(Cl)ccc2c(=O)[nH]1)C(=O)c1cc2c(s1)CCCCC2,.,.,.,32.8%[activator],-3.8%,27.0%
O=C(c1cc2cc(F)ccc2[nH]1)N1CCN(Cc2ccc3c(c2)OCO3)CC1,-6.8,-3.0,.,?,4.0%,?
CCC(C)(C)NC(=O)C(c1sccc1C)N(Cc1ccco1)C(=O)c1csnn1 (configuration not stated),8.1,-6.0,.,?,-15.0%,10.6%
CCCn1c(SCC(=O)Nc2nc(-c3ccc(OC)cc3)cs2)nc2c1c(=O)n(C)c(=O)n2C,6.2,-1.4,-0.1%,-0.4%,-13.1%,?
CCN1C(=O)[C@@H]2[C@H](C1=O)[C@@H]1C[C@H]3C(=O)N(CC)C(=O)[C@H]3[C@@H]3C1=C(C(=O)N1C(=O)OC(=NCC4CC4)[C@]31C)[C@@H]2C,2.5,-3.8,1.7%,38.0%[activator],-0.7%,26.0%
Brc1cccc(-c2nnc(-c3ccccc3)o2)c1,55.2*,27.0*,-0.4%,209.4%[activator],-8.3%,16.6%
CC1Sc2ccc(C(=O)N3CCCC(C(F)(F)F)C3)cc2NC1=O (configuration not stated),.,.,.,?,8.8%,3.9%
CNC(=S)NC1CC2CCCC(C1)N2CC(C)C (configuration not stated),-12.9,-1.4,-11.4%,11.9%,0.1%,88.8%[activator]
Cc1cc2c(c(=O)n1Cc1ccccn1)C(c1ccc3c(c1)OCO3)C(C#N)=C(N)O2 (configuration not stated),9.4,-1.4,0.2%,-3.5%,-1.5%,4.6%
COc1cc(OC)cc(-c2c(-c3cccs3)c3cc(-c4cccc5[nH]ccc45)ccc3n2C)c1,.,.,.,2.33µM*,-21.1%,?
NS(=O)(=O)c1ccc(-c2ccc(/C=C3\SC(=S)N(C4CCS(=O)(=O)C4)C3=O)o2)cc1 (configuration not stated),-12.5,-1.0,-12.7%,?,1.0%,?
C=CCn1c(SC2CCOC2=O)nc2sc(CC)cc2c1=O (configuration not stated),2.0,-1.1,2.3%,61.9%[activator],-10.9%,1.7%
Cc1nn(CCS(=O)(=O)c2ccc(Cl)cc2)c(C)c1Br,13.5,2.3,-0.4%,?,1.5%,24.0%
COc1cc(OC)c(N(C)S(=O)(=O)c2cccc(C(=O)NC3=NCCS3)c2)cc1Cl,8.4,-2.5,-2.4%,10.4µM*,-3.2%,?
CCOC(=O)c1cc(-c2ccc(C)cc2)n(CCC(=O)NC(C)CC)c1C (configuration not stated),-9.5,-1.9,-3.8%,?,-0.7%,.
FC(F)(F)c1cc(Oc2ccc(Cl)cc2)ncc1-c1nnc(-c2ccc(Cl)cc2)o1,-8.1,1.6,-1.2%,?,6.1%,37.7%[activator]
CC(C)c1ccccc1NC(=O)CCc1nc2ccccc2s1,-3.9,-5.3,-0.2%,6.3%,-4.7%,-14.5%
CCOC(=O)c1c(S(=O)(=O)N2CCC(C)CC2)c(C)n(C)c1C,3.4,4.2,-6.1%,10.0%,-3.3%,8.28µM*
CCC/S(CC1CC1(Cl)Cl)=N\S(=O)(=O)c1ccc(C)cc1 (configuration not stated),-12.5,5.1,7.0%,5.3%,0.0%,.
COc1cc(NC(=O)Nc2ccc3c(c2)OCO3)cc(OC)c1OC,44.2,11.0,8.5%,10.7%,12.3%,0.4%
Cc1ccc(Cn2c(-n3nc(C)cc3C)nc3c2c(=O)[nH]c(=O)n3C)cc1,-7.7,-1.9,11.7%,?,0.9%,14.7%
CC(=O)N1CN(C2CCS(=O)(=O)C2)Cc2c1sc1c2CCCC1 (configuration not stated),4.1,4.9,-1.1%[12.9 µM],0.7%,-20.7%,-4.5%
CN(Cc1ccccc1Cl)C(=O)c1cc2ccccc2o1,39.4*,30.5*,-7.6%,21.2%,4.2%,22.5%
COc1ccc(NC(=O)C2CCN(C(=O)c3ccccc3)CC2)cc1OC,-8.3,-3.4,0.4%,-2.4%,11.4%,?
CN(C)CCCC1(O)c2ccccc2C=Cc2ccccc21,-3.2,-5.4,0.9%,?,-21.7%,-70.9%
COc1cccc(CC2(CO)CCN(C(=O)NC3CCCCC3)CC2)c1,-6.8,-1.4,0.1%,?,-11.1%,?
CCCn1cnc2c(c1=O)c1nc3ccccc3nc1n2CCC1=CCCCC1,-3.6,-1.8,11.6%,?,-2.7%,-18.4%
Cc1cccc(OCCSc2ncnc3nc[nH]c23)c1,20.6,14.8*,2.1%,22.6%,1.5%,120.4%[activator]
CCCC(C)NC(=O)CSCc1ccc(OC)cc1 (configuration not stated),1.9,-1.0,4.8%,-1.4%,3.6%,0.0%
CC(Cc1ccccc1)NC(=O)CCCCC(=O)NC(C)Cc1ccccc1 (configuration not stated),-7.5,-3.0,1.8%,-1.3%,0.0%,-192.0%
Cc1cnnn1-c1ccc(C(=O)CCl)cc1,-15.0,7.9,.,8.2%,5.62µM*,0.0%
CCc1cc2c(=O)c(-c3nc4ccccc4n3C)c(C)oc2c(CN2CCN(CCO)CC2)c1O,-10.8,-1.2,-0.1%,?,-7.6%,-4.1%
O=C(NC(=S)N1CCc2ccccc21)C1CCC1,2.1,6.7,-6.3%,0.0%,?,3.1%
CC(C)(C)NS(=O)(=O)c1ccc(-c2csnn2)s1,1.6,0.4,8.1%,.,-25.0%,12.9%
